# Screening data: PubChem BioAssay, several laboratories
# MrgX1 antag: blocks BAM8-22 activation of human MrgX1 receptor | Q96LB2 | hit rate 1.3% among 310,000 | B-score at 10 µM | MRGX1-HEK293 calcium flux, Fluo-4, BAM8-22 antagonism; active compounds read low | AID 588676;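 active means calcium-response B-score plate-corrected more than 3 library SD below zero, starting fluorescence within 5 deviations, no agonist response on first addition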;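 further: peak minus trough fluorescence over baseline after final BAM8-22 challenge near maximal dose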
# RGS4 block: human RGS4 inhibition. P49798. HEK293 M3R/RGS4 inducible, Fluo-4 calcium flux; active compounds read high; triggered by carbachol at its EC20. B-score at 10 µM. hit rate 0.45% among 310,000. AID 463165;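 active means B-score, a plate-corrected calcium signal, over three deviations above library mean, with baseline fluorescence within five deviations of library mean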;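 further: RGS4 expression induced by doxycycline in cells with stable M3 receptor; B-score is computed from the integrated fluorescence ratio over baseline after carbachol; higher B-score means a larger calcium signal and so more RGS4 inhibition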
# TRPC6 inhibitor: blocks the mouse TRPC6 cation channel | Q61143 | HEK293-TRPC6, membrane potential dye, ACh-evoked depolarization; active compounds read low | B-score at 10 µM | hit rate 1.1% among 310,000 | AID 2553;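 active means B-score under library mean minus 3 SD, initial fluorescence not abnormally high, positive integrated signal ratio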;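 further: B-score derived from integrated fluorescence ratio over the kinetic read; more negative B-score means stronger inhibition of depolarization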
# RGS4 act: potentiators or activators of RGS4; HEK293 M3R/inducible RGS4, carbachol calcium flux Fluo4; active compounds read low; B-score at 10 µM; hit rate 0.92% among 310,000; AID 463111;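 active means B-score of the integrated calcium signal more than 4 SD below the library mean, with starting fluorescence not abnormally high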;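 further: negative B-score means reduced calcium response which marks RGS4 activation or potentiation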
#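 Material: M3R-expressing HEK293 line, RGS4 induced by doxycycline | Schedule: Overnight RGS4 induction, 30 min dye load 37 °C, 20 min compound RT | Measured by: Fluo4 fluorescence kinetic imaging of calcium | Read-out: Integrated calcium ratio converted to B score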
# MrgX1 PAM: human MrgX1 positive allosteric modulation, primary screen. Q96LB2. MrgX1-HEK293, Fluo-4 calcium flux, FDSS; active compounds read high. B-score at 10 µM. hit rate 0.63% among 310,000. AID 588675;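 active means plate-corrected calcium response at least 3 library SD above typical, normal starting fluorescence, not activating the receptor alone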;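 further: compound read alongside a low EC10 to EC30 dose of BAM8-22 agonist; peak minus trough fluorescence over baseline measured at the second addition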
# Platelet DG rel: platelet dense granule release activity. human platelet-rich plasma, SFLLRN dense granule ATP release, luminescence. inhibition, %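 (compounds screened at 7.5 µM in platelet-rich plasma)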. hit rate 0.22% among 300,000. AID 1663;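 active means mean replicate score, as percent of positive control, at or above 50; inconclusive means mean below 50 but at least one replicate at or above 50; inactive means mean and every replicate below 50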
# SKKanGAS inh: SKKanGAS growth inhibition; hit rate 1.3% among 300,000; inhibition, % at 7.5 µM; S. pyogenes SKKanGAS, kanamycin growth, BacTiter-Glo, 6 h; AID 1662;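 active means mean replicate score, as percent of positive control median, at least 50; inconclusive means mean below 50 but one replicate at or above 50; inactive means mean and every replicate below 50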;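 further: strain carries kanamycin resistance gene driven by streptokinase promoter and grows in 40 µg/ml kanamycin; loss of luminescence reflects streptokinase promoter inhibition or plain growth inhibition; 0% = median of DMSO wells and 100% = positive control at its reference dose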
# TRPC6 act: activates the mouse TRPC6 cation channel. Q61143. HEK293-TRPC6 membrane potential dye fluorescence; active compounds read high. B-score at 10 µM. hit rate 0.13% among 310,000. AID 2550;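 active means B-score of the integrated fluorescence ratio above library mean plus 3 SD, and starting fluorescence ratio within library mean plus 5 SD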;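 further: higher score means more depolarization so channel activation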
# TRPC4 block: inhibitors of mouse TRPC4 channel | hit rate 0.39% among 300,000 | Q9QUQ5 | AID 2247 | B-score at 10 µM | HEK293 TRPC4beta/mu-opioid, DAMGO-evoked Fluo4 calcium flux; active compounds read low;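 active means B-score over 3 SD under the library average, no early fluorescence shift, positive overall ratio signal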
# Target sequence (Q9QUQ5 whole entry, looked up): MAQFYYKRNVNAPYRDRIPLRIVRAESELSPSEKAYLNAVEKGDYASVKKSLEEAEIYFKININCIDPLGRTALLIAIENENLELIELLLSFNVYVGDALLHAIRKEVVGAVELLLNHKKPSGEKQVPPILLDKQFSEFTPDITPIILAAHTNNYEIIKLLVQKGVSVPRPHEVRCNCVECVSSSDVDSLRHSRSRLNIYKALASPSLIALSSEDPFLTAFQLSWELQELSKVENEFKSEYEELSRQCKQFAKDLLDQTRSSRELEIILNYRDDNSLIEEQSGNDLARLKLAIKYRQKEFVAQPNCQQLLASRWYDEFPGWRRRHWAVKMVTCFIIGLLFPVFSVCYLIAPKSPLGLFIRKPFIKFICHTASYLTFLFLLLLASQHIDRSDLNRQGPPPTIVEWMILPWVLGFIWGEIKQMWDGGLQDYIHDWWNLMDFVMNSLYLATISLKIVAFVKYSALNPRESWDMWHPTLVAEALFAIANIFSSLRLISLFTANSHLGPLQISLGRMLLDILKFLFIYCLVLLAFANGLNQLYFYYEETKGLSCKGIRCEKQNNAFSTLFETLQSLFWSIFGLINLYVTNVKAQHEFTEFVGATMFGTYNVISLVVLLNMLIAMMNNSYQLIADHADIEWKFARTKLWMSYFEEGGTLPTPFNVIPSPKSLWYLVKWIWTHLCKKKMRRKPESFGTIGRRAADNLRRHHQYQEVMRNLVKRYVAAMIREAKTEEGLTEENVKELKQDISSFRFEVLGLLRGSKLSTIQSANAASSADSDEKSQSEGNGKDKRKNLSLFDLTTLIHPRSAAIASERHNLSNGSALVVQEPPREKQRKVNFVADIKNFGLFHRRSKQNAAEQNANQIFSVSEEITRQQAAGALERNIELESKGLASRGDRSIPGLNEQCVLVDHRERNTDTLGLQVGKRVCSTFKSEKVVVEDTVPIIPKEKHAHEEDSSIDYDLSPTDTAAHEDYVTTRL
#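 Material: HEK293 cells with stable TRPC4beta plus mu-opioid receptor expression / Probe or stimulus: DAMGO in two steps, submaximal then maximal / Compound: single concentration per test compound / Technique: kinetic Fluo4 fluorescence imaging of calcium influx / Read-out: per-well B score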
# MrgX1 agonist: agonists of human MrgX1 receptor | hit rate 0.44% among 310,000 | AID 588627 | MrgX1-HEK293 cells, Fluo-4 calcium fluorescence, agonist mode; active compounds read high | B-score at 10 µM;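 active means calcium response B-score plate-corrected fluorescence ratio at least 3 library SD, with starting fluorescence B-score inside 5 SD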
#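 Test system: HEK293 cells stably expressing human MrgX1 receptor; Input: fifteen thousand cells per well; Dosing: compound delivered in addition one of three; Schedule: overnight seeding, then 1 h dark dye loading; Technique: Fluo-4 NW calcium fluorescence; Measure: B-scored fluorescence response ratio; Controls: positive and negative controls per plate.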
# HIF act: HIF pathway transcriptional activation. U2OS HRE-luciferase reporter, luminescence; normalized: DMSO 0%, desferrioxamine 100%. activation, % at 7.5 µM (by protocol). AID 1910. hit rate 0.32% among 300,000;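 active means mean activation of at least 10% of the iron chelator positive control signal, with at least half of replicates also reaching 10%; inconclusive means mean and replicate majority disagree about reaching 10%; inactive means mean and most replicates under 10%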
# Starred values were filed as active, the others as inactive; i = inactive; ? = inconclusive; . = no result given.
SMILES,MrgX1 antag,RGS4 block,TRPC6 inhibitor,RGS4 act,MrgX1 PAM,Platelet DG rel,SKKanGAS inh,TRPC6 act,TRPC4 block,MrgX1 agonist,HIF act
Nc1ccc(C23CC4CC(CC(C4)C2)C3)cc1,i,7.9*,i,i,i,6,5,i,i,i,-0.7
Cc1ccc(C(=O)N2CCCC(CCC(=O)NCc3ccccc3F)C2)cn1 (configuration not stated),i,i,i,i,i,-14,?,i,i,i,0.1
COc1ccccc1NC(=O)Nc1ccc(C(N)=O)cc1,i,i,i,i,i,20,-15,i,i,i,0.6
NC(=O)CN(c1ccc(Oc2ccccc2)cc1)S(=O)(=O)c1ccccc1,i,i,i,i,i,-2,-1,i,i,i,-0.6
Cc1ccc(CN2CCC(Oc3cccc(C(=O)N(C)CCN(C)C)c3)CC2)cc1C,i,i,i,i,i,-2,0,i,i,i,-5.6
O=C(Nc1sc2c(c1C(=O)O)CCCC2)c1cccc(Cl)c1,i,i,i,i,i,-4,26,i,i,i,-9.2
Cc1ccc(S(=O)(=O)N2CCN(CC(=O)N/N=C/c3ccccc3OCC(=O)O)CC2)cc1,i,i,i,i,i,-2,-1,i,i,i,0.1
Cc1ccc2nc(C(F)C(F)(F)F)[nH]c2c1 (configuration not stated),i,i,i,i,i,10,2,i,i,i,0.7
OCCC1CN(Cc2ccc3nonc3c2)CCN1Cc1ccsc1 (configuration not stated),i,i,i,i,i,5,13,i,i,i,-0.7
Cn1c(=O)cc(OCC(=O)N2CCC(N3CCCCC3)CC2)c2ccccc21,i,i,i,i,i,-8,6,i,i,i,0.4
Cc1ccc2sc(=O)[nH]c2c1,i,i,i,i,i,1,-2,i,i,i,0.2
CCOC(=O)c1nn(-c2ccc(Cl)cc2Cl)c(=N)c(C#N)c1C,-7.5*,i,i,i,i,0,28,i,i,i,-0.4
O=[N+]([O-])c1ccc(S(=O)(=O)Nc2cccc(-c3ccc(N4CCOCC4)nn3)c2)cc1,i,i,i,i,i,-4,-6,i,i,i,1.3
COC(=O)C1CCCCN1C(=O)c1ccc2oc(Cc3ccccc3)nc2c1 (configuration not stated),-5.3*,i,i,i,i,-9,1,i,i,i,2.7
Nc1ccccc1C(=O)NC1CCCNC1=O (configuration not stated),i,i,i,i,i,-22,-3,i,i,i,0.6
CCc1nc(N2CCN(C(=O)CCl)CC2)c2c3c(sc2n1)CC(C)CC3 (configuration not stated),i,i,i,i,i,9,13,i,i,i,0.4
CCc1ccccc1NC(=O)CNC(=O)c1ccc(-n2cncn2)c([N+](=O)[O-])c1,i,i,i,i,i,-5,-1,i,i,i,-0.2
O=C(NC(=S)Nc1nc2c(s1)CCCC2)c1ccccc1,i,i,i,i,i,-10,-6,i,i,i,2.8
CCc1ccc(CN2CCCC(CNC(=O)c3cccc(OC)c3OC)C2)cc1 (configuration not stated),i,i,i,i,i,-2,-3,i,i,i,-0.7
Cc1ccc(NC2(C#N)C(=O)Nc3ccccc32)cc1 (configuration not stated),i,i,i,i,i,1,4,i,i,45*,0.2
CCOC(=O)C1CCCN(c2c(N3CCC(N4CCCCC4)CC3)c(=O)c2=O)C1 (configuration not stated),i,i,i,i,i,6,-2,i,i,i,0.0
O=C(Nc1sc2c(c1C(=O)O)CCCCC2)c1ccco1,i,i,i,i,i,-3,-15,i,i,i,0.3
Cn1c(=O)c2c(-c3cccc(Br)c3)c(C#N)c(N)nc2n(C)c1=O,i,i,i,i,i,4,-1,i,i,i,0.4
O=C(CNC(=O)c1cccs1)N=Nc1c(O)[nH]c2ccc(Br)cc12,i,i,i,i,i,11,5,i,i,i,-0.1
c1ccc(Oc2cccc(OCCCn3cncn3)c2)cc1,i,i,i,i,i,-5,0,i,i,i,-27
Cc1nn(C)c(C(=O)N2CCc3ccccc32)c1Cl,i,i,i,i,i,-8,1,i,i,i,-0.5
COCc1cc(C)nc2oc(C(=O)c3ccccc3)c(N)c12,i,i,i,i,i,-23,0,i,i,i,-0.6
COc1ccc2nc(NC(=O)CN3C(=O)NC4(CCCC4)C3=O)sc2c1,i,i,i,i,i,-5,8,i,i,i,-0.3
O=C(NCC1CCCO1)c1ccccc1OCc1ccc(F)cc1 (configuration not stated),i,i,i,i,i,4,-7,i,i,i,-1.0
COC(CNC(=O)[C@H](CSCc1ccccc1)N1Cc2ccccc2C1=O)OC,i,i,i,i,8.2*,3,-2,i,i,i,-0.2
CCc1ccccc1N(C(=O)CCC(=O)Nc1cc(C)on1)C(C(=O)NC1CCCC1)c1ccco1 (configuration not stated),i,i,i,i,i,0,-3,i,i,i,-3.3
CCc1ccccc1NC(=O)Nc1ccon1,i,i,i,i,i,-31,9,i,i,i,-0.9
CCOc1ccc(C2C(C(=O)O)c3ccccc3C(=O)N2CCN2CCOCC2)cc1 (configuration not stated),i,i,i,i,i,.,0,i,i,i,0.3
COc1ccc(SCC(=O)Nc2ccccc2Cl)cc1,i,i,i,i,i,-1,-8,i,i,i,0.3
CCOCCCn1c(SCC(=O)Nc2cccc(OC)c2)nc2ccccc2c1=O,i,i,i,i,i,-3,2,i,i,i,-1.8
COc1ccccc1-c1c(C#N)c(SCC(=O)N2CCCC2)nc(C)c1C(N)=O,.,i,i,i,.,-4,-13,i,.,.,0.0
Cc1cc(Br)ccc1SCC(=O)Nc1cccnc1,i,i,i,i,i,-5,-6,i,i,i,-0.9
CCN(c1ccccc1)S(=O)(=O)c1ccc(NC(=S)NC(=O)c2cccs2)cc1,i,i,i,i,i,-22,12,i,i,i,-0.2
Cc1cc(C)n(-c2nc(NCC(C)O)c3c4c(sc3n2)CCCC4)n1 (configuration not stated),i,i,i,i,i,6,0,i,i,i,1.3
COc1ccc(C(C)=O)cc1COC(=O)C1CC(=O)N(Cc2ccccc2)C1 (configuration not stated),i,i,i,i,i,-8,-7,i,i,i,-0.2
CC(C)(C)c1nnc2sc(SCC(=O)N3CCCc4ccccc43)nn2c1=O,i,i,i,i,i,-7,-7,i,i,i,1.7
Cc1c(NC(=O)COc2cccc(Cl)c2Cl)c(=O)n(-c2ccccc2)n1C,i,i,i,i,i,0,1,i,i,i,-8.7
Cc1ccc(C)c(NC(=O)COC(=O)c2ccc3c(c2)OCO3)c1,i,i,i,i,i,3,-3,i,i,i,-0.1
COn1c(-c2ccccc2)nc2ccc(Cl)cc21,i,i,i,i,i,9,-12,i,i,i,3.3
COc1ccc(-c2oc3ccc(N4CCOCC4)cc3c2/C=C/c2ccc(OC)c(OC)c2)cc1,i,i,i,i,i,3,20,i,i,i,1.6
COc1cc2[nH]c(C(=O)N3CCC(Cc4ccccc4)CC3)cc2c(OC)c1OC,i,i,i,i,i,-3,4,i,i,i,-14
CCOc1ccc(C(=O)Nc2cccc(C(C)=O)c2)cc1[N+](=O)[O-],i,i,i,i,i,-4,3,i,i,i,-0.2
Cc1cnc(C(=O)OC(C)C(=O)Nc2ccc(Cl)cn2)cn1 (configuration not stated),i,i,i,i,i,-6,-2,i,i,i,0.1
Cc1c(-c2ccn[nH]2)cc(NC(=O)c2ccc(Cl)cc2)c(=O)n1N,i,i,i,i,i,-4,22,i,i,i,-0.2
CN(C(=O)COC(=O)/C=C/c1cn(-c2ccccc2)nc1-c1ccc2c(c1)OCCO2)C1CCS(=O)(=O)C1 (configuration not stated),i,i,i,i,i,-4,7,i,i,i,0.2
C/C(Cc1ccccc1)=N\NC(=O)CNC(=O)c1ccccc1O,i,i,i,i,i,3,4,i,i,i,0.2
CN(C)C1(CN=Cc2cc(Cl)cc([N+](=O)[O-])c2O)CCCCC1,i,i,i,i,i,5,-9,i,i,i,0.5
Cn1c(=O)c(Cc2ccccc2)c(O)c2ccccc21,i,i,i,i,i,-5,2,i,i,i,-0.2
CCOC(=O)C1CCN(S(=O)(=O)c2ccc(-c3nc4ccccc4s3)s2)CC1,i,i,i,i,i,7,1,i,i,i,2.6
COCCCNC(=O)c1c(N)n(/N=C/c2ccccn2)c2nc3ccccc3nc12,.,i,i,i,.,-2,37,i,i,.,-0.5
CCCC(=O)OC1CCS(=O)(=O)c2sccc21 (configuration not stated),i,i,i,i,i,-2,-11,i,i,i,0.2
COc1ccc(C(=O)OCc2nc(N)nc(Nc3ccccc3C)n2)cc1OC,i,i,i,i,i,-1,4,i,i,i,0.1
CC(=O)c1ccc(NC(=S)N(CCCN(C)C)Cc2ccccc2)cc1,i,i,i,i,i,9,-2,i,i,i,-0.1
CC1CC(C)CN(CCCNC(=O)c2ccc(CS(=O)(=O)Cc3cccc(Cl)c3)o2)C1 (configuration not stated),i,i,i,i,i,-5,-8,i,i,i,0.7
CCCS(=O)(=O)c1nc(S(=O)(=O)c2ccc(C)cc2)c(N2CCOCC2)s1,i,i,i,i,i,-3,-2,i,i,i,0.1

# Carrying on.
SMILES,MrgX1 antag,RGS4 block,TRPC6 inhibitor,RGS4 act,MrgX1 PAM,Platelet DG rel,SKKanGAS inh,TRPC6 act,TRPC4 block,MrgX1 agonist,HIF act
O=C(Nc1ccc(N2CCOCC2)cc1)c1ccc([N+](=O)[O-])o1,i,i,i,i,i,26,9,i,i,i,-0.6
COc1cc(OC)cc(C(=O)Nc2ccc(NC(=O)c3ccco3)c(C)c2)c1,i,i,i,i,i,17,21,i,i,i,1.6
NC(=O)CN1C(=O)C2C3c4ccccc4C(c4ccccc43)C2C1=O (configuration not stated),i,i,i,i,i,1,-5,i,i,i,-0.2
CSc1ccc(S(=O)(=O)NCC(=O)OCC(=O)N2CC(C)CC(C)C2)cc1[N+](=O)[O-] (configuration not stated),i,i,i,i,i,2,4,i,i,i,-26
O=C(Nc1nc(-c2ccc3c(c2)OCO3)cs1)C1CC1,i,i,i,i,i,-8,-5,i,i,i,4.2
